Assay outcomes as filed in PubChem.
Keap1 Nrf2 FP = inhibitors of human Keap1-Nrf2 protein-protein interaction. Q14145. Keap1 Kelch-Nrf2 peptide fluorescence polarization, 1536-well. inhibition, % at 9.4 µM. 340,000 tested, 0.15% active; in the data active means inhibition above about 12%;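 further: human Keap1 Kelch domain with fluorescein labeled Nrf2 9mer peptide probe; 0% = neutral control wells and 100% = peptide positive control; higher means more block of Keap1 binding to Nrf2 peptide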
PfHsp90 yeast 2 = growth inhibition of yeast expressing Plasmodium Hsp90; AID 504621; 310,000 tested, 0.32% active; inhibition, % at 9.4 µM; S. cerevisiae expressing PfHsp90, BacTiter-Glo ATP, 48 h; yeast lacking PDR1 and PDR3 efflux regulators;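 active means every replicate shows inhibition above about 80%, whatever the replicate mean, limit read from the data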;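 further: 0% = DMSO neutral controls and 100% = 20 µM radicicol positive controls; yeast relying on Plasmodium falciparum Hsp90 in place of its own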
PvdQ acylase = blocks Pseudomonas aeruginosa PvdQ acylase activity | purified PvdQ acylase, fluorescence plate reader | inhibition, % at 10 µM | 340,000 tested, 0.063% active | AID 488965; in the data active means inhibition above about 30%, passing the limit was not always enough;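 further: 0% = vehicle neutral wells and 100% = reference inhibitor wells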
LANA DNA inh = KSHV C-LANA DNA binding inhibition | MBP-C-LANA/FAM-LBS DNA binding, fluorescence polarization | inhibition, % at 9 µM | 340,000 tested, 0.078% active;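 active means highest replicate inhibition at or above 60% at 9 µM, even if other replicates fall short; inactive means all replicates below 60% inhibition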;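 further: 0% = neutral control wells and 100% = 4 µM acridine orange control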
dFosB act = activators of mouse delta FosB homodimer | 340,000 tested, 0.99% active | P13346 | purified delta FosB, TAMRA-CDK5 oligo fluorescence polarization; percent of positive-control signal above neutral wells | activation, % at 25 µM;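 active means mean activation above about 17%, with every replicate also reaching it, limit read from the data, passing the limit was not always enough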;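 further: fluorescence polarization rise as delta FosB binds a TAMRA Cdk5 AP-1 oligo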
Target sequence (P13346 whole entry, looked up): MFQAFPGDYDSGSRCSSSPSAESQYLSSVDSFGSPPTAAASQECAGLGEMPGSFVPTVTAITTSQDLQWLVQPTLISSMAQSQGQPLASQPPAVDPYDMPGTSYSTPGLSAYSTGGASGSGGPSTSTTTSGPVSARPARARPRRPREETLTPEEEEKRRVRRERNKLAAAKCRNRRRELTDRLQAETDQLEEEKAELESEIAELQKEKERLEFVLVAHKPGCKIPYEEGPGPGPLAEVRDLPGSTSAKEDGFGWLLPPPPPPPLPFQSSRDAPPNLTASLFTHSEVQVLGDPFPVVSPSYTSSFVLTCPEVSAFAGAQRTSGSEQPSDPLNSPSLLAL
Mot1-301 SUMO = SUMOylation pathway inhibition by Mot1-301 growth rescue; S. cerevisiae Mot1-301 growth rescue, ATP luminescence, 38.5C; percent above DMSO median, 100 means doubled; growth rescue, % at 18.8 µM; 320,000 tested, 1% active; AID 2716;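 active means every valid replicate shows activation above 250% relative to neutral control wells; inactive means the rest, any valid replicate at or below 250%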;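 further: OY570 slx delta 5 strain wells were the positive control but not used for scaling; some compounds called inactive have numbers as strong as hits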
Rtt109 Vps75 = C. albicans Rtt109 histone acetyltransferase inhibition; Q5AAJ8; purified Rtt109/Vps75, ThioGlo CoA-SH fluorescence, 4 h; inhibition, % at 34.9 µM; 330,000 tested, 0.16% active; AID 540336;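 active means inhibition of at least 50% in every replicate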
NSD2 inh = blocks human histone methyltransferase NSD2; AID 743445; NSD2 peptide methylation, AlphaScreen, 120 min; inhibition, % at 12.5 µM; 310,000 tested, 0.54% active; in the data active means inhibition above about 50%
cardiac RTF act = increases calcium sensitivity of human cardiac regulated thin filaments. P19429+P45379. IANBD-labeled TnC RTF fluorescence at EC20 calcium; 0% EC20 calcium, 100% full calcium. activation, % at 7.2 µM. 340,000 tested, 0.24% active;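 active means activation above the mean over all tested compounds plus 3 SD, cut at about 30% in these data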;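 further: rise in fluorescence read as greater calcium sensitivity of cardiac thin filaments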
Cardiac RTF inh = cardiac RTF calcium desensitization; AID 493244; IANBD-labeled cardiac RTF, Ca2+ fluorescence; inhibition, % at 7.15 µM; 340,000 tested, 0.12% active; P19429+P45379;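 active means inhibition above the mean inhibition of all tested compounds plus 3 SD, cut at about 17% in these data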;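 further: assay run at fixed EC70 calcium of 1.6 mM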
CDK5 inh = CDK5/p35 (human) kinase inhibition; Recombinant CDK5/p35, ADP-Glo luminescence, 60 min; Q00535+Q15078; AID 488839; 330,000 tested, 0.01% active; inhibition, % at 10 µM;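 active means highest replicate inhibition of at least 50% and at least 75% of replicates reaching 50%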;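 further: plate controls were DMSO neutral control for no effect and GW8510 at 10 µM for full effect; many of its hits are not listed in these tables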
Target sequence (Q00535 whole entry, looked up): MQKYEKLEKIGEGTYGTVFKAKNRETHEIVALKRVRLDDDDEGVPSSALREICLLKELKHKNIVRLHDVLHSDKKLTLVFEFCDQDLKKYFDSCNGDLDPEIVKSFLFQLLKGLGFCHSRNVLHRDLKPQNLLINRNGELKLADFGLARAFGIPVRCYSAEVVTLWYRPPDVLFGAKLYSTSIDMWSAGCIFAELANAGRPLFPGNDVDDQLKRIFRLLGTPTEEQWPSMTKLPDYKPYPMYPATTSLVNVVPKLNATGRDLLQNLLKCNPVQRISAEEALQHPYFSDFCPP
Target sequence (Q15078 whole entry, looked up): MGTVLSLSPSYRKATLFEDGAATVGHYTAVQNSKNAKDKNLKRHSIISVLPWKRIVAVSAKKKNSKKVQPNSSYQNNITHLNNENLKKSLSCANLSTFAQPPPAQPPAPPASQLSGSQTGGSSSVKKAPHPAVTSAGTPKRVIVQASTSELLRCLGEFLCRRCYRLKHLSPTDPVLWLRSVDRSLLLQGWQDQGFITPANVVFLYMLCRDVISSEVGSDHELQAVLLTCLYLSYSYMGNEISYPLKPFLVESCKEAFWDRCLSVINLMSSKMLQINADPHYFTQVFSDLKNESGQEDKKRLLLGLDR
* hit, by the source's call; . = no result given.

SMILES	Keap1 Nrf2 FP	PfHsp90 yeast 2	PvdQ acylase	LANA DNA inh	dFosB act	Mot1-301 SUMO	Rtt109 Vps75	NSD2 inh	cardiac RTF act	Cardiac RTF inh	CDK5 inh
COc1ccc2oc(=O)c(C(=O)OCc3ccccc3)cc2c1	0	-47	-6	0.9	-1	13	2	-2	-2	0	0.5
O=C(c1ccccc1)N1C(=O)C(c2ccccc2)Oc2ccccc21 (configuration not stated)	-4	-98	-20	-0.9	-8	15	-1	-2	18	-6	-1.8
Nc1nnc(SCCN2C(=O)c3ccccc3C2=O)s1	2	.	0	-3.0	1	117	-2	-6	-5	-1	1.8
Cc1cc(C(=O)N/N=C/c2ccncc2)c2ccccc2n1	1	4	-12	0.7	3	-1	1	0	4	-1	-1.8
O=C(NCCCCCCNC(=O)c1cccs1)c1cccs1	-4	-2	-3	0.9	5	-11	10	-2	4	-16	1.7
Cc1cc(N2CCN(C)CC2)nc2ccc(NC(=O)CCC(=O)NCCc3ccc(Cl)cc3)cc12	-6	12	6	-1.9	-3	.	5	.	-6	-4	-0.3
CCn1c(SCC(=O)N/N=C/c2ccc(OC)c(OC)c2)nc2ccccc21	0	-24	-12	-1.0	-6	-14	0	-1	-7	-10	0.1
O=C(CC(c1ccco1)S(=O)(=O)c1ccccc1)c1ccccc1 (configuration not stated)	-6	6	-19	0.1	7	-20	0	-41	9	-9	-1.8
CCOC(=O)Cn1nc(C)cc1NC(=O)c1cc(OC)c(OC)c(OC)c1	2	-12	-13	0.9	-3	-5	-5	-2	-1	-9	1.5
CC(=O)N1N=C(c2ccccc2)OC1c1ccc([N+](=O)[O-])s1 (configuration not stated)	1	127*	-4	-0.6	0	.	-3	21	-2	-2	0.9
COc1cc(SC)ccc1C(=O)Nc1ccccc1C#N	0	-10	7	1.2	7	313	-7	-1	-6	-1	-0.7
Cn1c(CCNS(=O)(=O)c2ccc(F)cc2)nnc1SCc1cccnc1	-1	13	-13	-1.4	-2	-17	0	-3	-1	-20	1.1
COc1cc(C2CC(=O)NC3=C2C(=O)CC(C)(C)C3)cc(OC)c1O (configuration not stated)	-2	-17	7	-1.7	-5	43	1	-1	-3	-10	0.2
Cc1cc(SCC(=O)NN=C2CCN(C(C)C)CC2)c(C)cc1Br	-5	4	4	0.4	1	9	0	2	6	-2	0.0
Cc1cc(Cl)ccc1C(=O)C1CCCN(C(=O)c2nonc2C)C1 (configuration not stated)	8	18	-8	-1.1	-16	67	-3	-11	-4	-7	-0.2
CC(=O)c1ccccc1NCC(=O)Nc1ccc(C)cc1	-2	13	-18	1.8	-9	16	-2	-4	2	-5	0.9
O=C(COC(=O)c1ccccc1[N+](=O)[O-])Nc1cc(S(=O)(=O)N2CCOCC2)ccc1N1CCCC1	4	-34	-7	0.9	-6	14	.	2	-5	6	-3.5
O=C(Cn1c(C(F)(F)F)nc2ccccc21)N1CCCC1	0	17	-7	2.6	-2	2	-1	4	-3	0	-1.0
Cc1ccc(C)c(N2CCN(c3nnnn3-c3ccccc3)CC2)c1	1	-3	-11	0.2	-17	-13	4	1	5	-4	-0.6
CCCn1cc(C(=O)OCC)c(=O)c2cc(F)c(F)cc21	1	10	0	-0.3	-2	13	-1	-2	.	.	1.1
CC(NS(=O)(=O)c1cccc(Cl)c1)C(=O)Nc1ccc(-c2nc3ccccc3s2)cc1 (configuration not stated)	0	-31	-4	1.4	12	14	-12	-1	3	-17	1.6
Cc1ccc2nc3ccc(N4CCCC4)nn3c(=O)c2c1	-1	5	6	2.1	-10	144	12	4	4	-4	-1.5
O=C(Nc1nc(-c2ccccc2)ns1)c1ccncc1	-6	-2	-13	-1.3	7	5	5	-1	9	-6	-7.4
Cc1cccc(NC(=O)CSc2nccn2C)c1	2	6	-17	-0.3	0	1	-1	0	7	0	1.0
COc1ccc(C(=O)N/C(=C/c2cccnc2)C(=O)N2CCN(C)CC2)cc1OC	-5	14	19	-1.0	-3	16	6	-4	2	2	2.2
NC(=O)CSc1nc(O)cc(=O)n1-c1ccccc1	0	.	-6	-0.2	-1	18	1	1	3	8	0.9
Cc1cc(C)cc(OCC(=O)OCC(=O)Nc2cc(S(=O)(=O)N3CCOCC3)ccc2C)c1	-6	.	6	-0.1	-3	-1	12	.	2	2	0.2
N#Cc1c(NC(=O)c2cnn3cccnc23)sc2c1CCCC2	-2	.	-1	-0.4	5	13	-1	0	4	-11	1.1
N#CCCN(C(=O)COC(=O)CSc1ccc(Cl)cc1)c1ccccc1	-7	-16	-14	-0.6	-9	11	-7	-15	4	-3	-0.3
COCCCNC(=S)N/N=C/c1ccc2c(c1)OCO2	-1	5	-2	-0.5	-2	-27	0	-2	.	.	-1.5
CCCCCCOc1ccc(/C(C)=N/NC2=NCCN2)cc1[N+](=O)[O-]	-5	14	-11	1.4	55*	4	9	2	-2	3	-3.0
COc1ccc(NC(=O)[C@@H]2CCCN2C(=O)c2cccs2)cc1S(=O)(=O)N1CCCCC1	-6	-14	-13	-0.1	-5	-28	5	1	-6	-7	-2.5
CCC(C)N(C(=O)CSc1nc2ccc(OC)cc2[nH]1)C1CCS(=O)(=O)C1 (configuration not stated)	2	-9	-4	-0.1	-1	71	-3	1	-2	-15	-0.2
CC(=O)Cn1c(CN2CCCC2)nc2ccccc2c1=O	-3	-6	-10	-0.4	-6	.	-15	1	2	-16	0.5
CCOc1ccccc1N1CC(C(=O)Nc2cc(Cl)ccc2C)CC1=O (configuration not stated)	0	9	-13	-1.0	-13	168	-7	0	0	-9	-1.0
Oc1cccc(-c2nc3c4c(ncn3n2)-c2ccccc2CC42CCCC2)c1	-2	21	-9	0.2	-6	-23	-4	-1	0	6	0.9
CC(C)NC(=NCc1ccc(Cl)cc1Cl)Nc1ccccc1	-4	0	-21	-2.0	-16	6	-4	0	-3	-13	0.3
CNc1snc(C)c1C(=O)OCC(=O)N(C)c1ccccc1	4	-1	-7	-1.5	0	-13	-2	-2	-2	3	0.2
COc1ccc(Br)cc1C(=O)Nc1ccccc1N1CCN(C(=O)c2ccccc2)CC1	-1	-5	-1	0.1	-1	-8	9	-5	6	-11	-0.6
COc1ccc(NC(=O)/C(Cl)=C(/Cl)S(=O)Cc2ccc(Cl)cc2)cn1 (configuration not stated)	-56	106*	1	-0.6	-6	.	2	.	-3	-5	0.7
COC(=O)Cn1c(O)c(N=NC(=O)CNC(=O)c2ccncc2)c2ccccc21	-1	16	-29	-1.3	-3	10	-7	-3	-2	-7	-0.9
Cc1ccccc1NC(=O)Cc1cccc(C(F)(F)F)c1	1	-9	5	0.1	0	-2	.	-4	-3	-1	-0.3
CN(C)CCNS(=O)(=O)c1ccc(Cl)cc1	-4	17	-13	2.0	-5	167	-5	-6	-3	5	1.0
C/C(CC(=O)NC1CCCC1)=N\NC(=O)Cc1cccs1	-7	-22	-8	-0.9	0	7	-8	0	4	-11	-19
Cn1c(=O)n(Cc2ccc(F)cc2)c(=O)c2c1nc1n2CCN1Cc1ccco1	-2	2	-11	-1.1	-2	12	-3	2	1	-1	1.3
COc1ccc(C)cc1NC(=O)Cc1c(C(=O)O)n(C)c2ccccc12	4	22	-7	-1.0	-4	0	-23	5	0	2	-0.6
Cc1cc(NC(=O)c2cc(S(=O)(=O)N3CCCCC3)ccc2C)no1	-1	-9	-20	-0.6	-10	-11	0	1	3	-12	-4.2
CC1CCc2[nH]nc(C(=O)O)c2C1 (configuration not stated)	0	4	-13	-0.8	-7	5	-2	-5	6	-8	-0.2
O=C(CS(=O)(=O)c1ccccc1)Nc1cccnc1	4	15	-8	1.2	2	-18	-20	24	4	-5	-0.5
Cc1ccc(Nc2nc(N)c([N+](=O)[O-])c(N3CCOCC3)n2)cc1C	1	-4	10	2.1	0	-15	18	13	-2	7	4.4
COc1ccc(C(=O)COC(=O)c2nn(C)cc2Cl)cc1	-8	-18	3	-0.2	0	10	12	1	7	0	0.0
Cc1sc2nc(CN3CCOCC3)nc(NS(=O)(=O)c3ccc4c(c3)OCCO4)c2c1C	-5	-5	-7	-0.4	-1	-13	-12	1	-3	-5	0.6
CCN1CCN(C(=O)/C=C/c2ccccc2[N+](=O)[O-])CC1	0	20	-7	0.1	-4	15	.	3	8	-17	-2.2
Cc1ccccc1N(CC(=O)NC1CCCC1)C(=O)c1oc(C(C)(C)C)cc1C	-2	-32	-12	-0.5	-3	-24	-19	0	2	-3	1.4
COc1ccc2[nH]cc(CCNS(=O)(=O)c3ccc(NC(C)=O)cc3)c2c1	-2	-6	-3	0.3	1	-1	14	-1	.	.	-0.6
Cc1ccc(NC(=O)c2cnn(C)c2)cc1[N+](=O)[O-]	2	-8	-6	-3.0	-3	-8	-7	-5	-2	2	-1.2
Cc1ccc(OCCCC(=O)Nc2ccccc2C(F)(F)F)cc1	-1	-10	0	-0.5	2	21	8	54*	-5	-6	-0.4
Cc1cc(C)cc(NC(=O)CSc2nc(N)c(NC(=O)c3ccc(Br)o3)c(=O)[nH]2)c1	-8	0	-10	-3.2	77*	9	-6	.	-1	-3	-0.9
O=C(CCN=C1NS(=O)(=O)c2ccccc21)OCC(=O)c1ccccc1Cl	.	11	10	.	12	5	.	3	-2	1	1.0
O=C(Nc1nc2n(n1)C(c1ccc(F)cc1)CC(c1ccccc1)N2)c1ccco1 (configuration not stated)	1	16	-18	0.3	-3	-15	16	1	-2	-1	-1.2

Additional entries follow:
SMILES	Keap1 Nrf2 FP	PfHsp90 yeast 2	PvdQ acylase	LANA DNA inh	dFosB act	Mot1-301 SUMO	Rtt109 Vps75	NSD2 inh	cardiac RTF act	Cardiac RTF inh	CDK5 inh
CC(CCc1ccco1)NC(=O)CCc1nnc2ccc(NCc3ccccc3Cl)nn12 (configuration not stated)	-2	-23	-5	1.0	22*	2	7	0	-3	-8	.
CCc1ccc(C2CC(=O)N(c3ccc(F)cc3)C3=C2C(=O)OC3)cc1 (configuration not stated)	-3	-6	-6	1.4	-8	-3	-4	-2	1	-6	-3.7
CCCC(=O)O[C@H]1C[C@@H](C)N(C(=O)c2ccccc2)c2ccc(C)cc21	5	-2	0	-0.2	-15	-22	0	46	-3	2	0.7
COC(=O)Cn1c(=N)n(CCN2CCCCC2)c2ccccc21	3	15	-14	-2.9	-4	1	1	-1	-1	-3	1.0
CC1CCC2(CC1)NC(=O)N(NC(=O)C1CCN(C(=O)c3ccc(Cl)cc3)CC1)C2=O (configuration not stated)	0	-22	-12	1.0	-3	.	-4	-1	1	-14	0.5
